Screening results as filed in PubChem BioAssay.
HT1080 viability – HT1080 cell viability loss – fluorescence readout (AID 620); HT1080 viability, fluorescence; higher % means a stronger effect; cytotoxicity, % at 10 µM, or EC50 in µM where a hit was titrated; 87,000 tested, 0.42% active; in the data active means cytotoxicity above about 50%;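 further: cells exposed to compound overnight then 4 h with Alamar Blue; 0% = vehicle DMSO and 100% = killing control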
Numbers without * were called inactive.

smiles,HT1080 viability
COc1ccc(NC(=O)CCn2nnc(-c3ccc(C)cc3)n2)cc1OC,14%
Cc1ccc(OC(=S)Nc2ccc(O)cc2)cc1,-2%
Cc1ccc(-n2nnnc2-c2cnn(-c3ccc(F)cc3)c2C(F)(F)F)cc1,-2%
N#CCSc1ncccc1-c1nc2ccccc2[nH]1,-8%
Cc1ccc(NC(=O)C2CCCN2C(=O)Oc2ccccc2)cc1C (stereo not drawn),5%
CCn1c(CNc2ccc(Cl)cc2)nnc1SCc1ccc(C)cc1,-6%
CCOC(=O)c1cc(-c2ccccc2)n(CCC(=O)NC(C)CC)c1C (stereo not drawn),-19%
Cc1ccc(CNC(=O)CCn2nc(-c3ccc(Cl)cc3)ccc2=O)cc1,24%
CCOC(=O)c1sc2nc(CC(=O)OC)nc(NCc3ccc(Cl)cc3)c2c1C,-18%
C=CCn1c(SCc2c(C(=O)OC)sc(N)c2C(=O)OC)nnc1-c1ccc(Cl)cc1,23%
OCCN(Cc1ccccc1)Cc1ccc(Cl)cc1Cl,2%
CCOC(=O)c1[nH]nc(-c2cc(CC)c(O)cc2O)c1-c1cscn1,5%

As entered above.
Reading for C=CCn1c(SCc2c(C(=O)OC)sc(N)c2C(=O)OC)nnc1-c1ccc(Cl)cc1 under HT1080 viability: 23%
Reading for Cc1ccc(CNC(=O)CCn2nc(-c3ccc(Cl)cc3)ccc2=O)cc1 under HT1080 viability: 24%
Reading for COc1ccc(NC(=O)CCn2nnc(-c3ccc(C)cc3)n2)cc1OC under HT1080 viability: 14%
Reading for CCn1c(CNc2ccc(Cl)cc2)nnc1SCc1ccc(C)cc1 under HT1080 viability: -6%
Reading for Cc1ccc(NC(=O)C2CCCN2C(=O)Oc2ccccc2)cc1C (stereo not drawn) under HT1080 viability: 5%

Exported as labelled records: part of the list above
> CCOC(=O)c1cc(-c2ccccc2)n(CCC(=O)NC(C)CC)c1C (stereo not drawn)
  HT1080 viability: -19%
> Cc1ccc(CNC(=O)CCn2nc(-c3ccc(Cl)cc3)ccc2=O)cc1
  HT1080 viability: 24%

New compounds follow:
smiles,HT1080 viability
CCOC(=O)CC1C(C(=O)OCC)ON2OC(C(=O)OC)C(C(=O)OCC)C12 (stereo not drawn),9%
CCCC/C=C/C(NC(=O)C(C)(C)C)c1ccccc1 (stereo not drawn),-16%
CCC(=O)Nc1ccccc1C(=O)N1CCCC1,7%
NNC(=O)C1CCCn2c1nc1sc3c(c1c2=O)CCCC3 (stereo not drawn),-9%
CCOC(=O)N1CCN(C(=O)c2ccc(NC(C)=O)cc2)CC1,1%
Cc1ccc(NC(=O)N2CCC(c3nc4c(nnn4Cc4c(F)cccc4Cl)c(=O)[nH]3)CC2)cc1,4%
CC(C)c1ccc(NC(=O)c2ccc(Br)o2)cc1,21%
O=C(CSc1nnc(-c2ccco2)n1Cc1ccccc1)NCc1ccccc1,5%
O=C(COc1ncnc2scc(-c3ccc(Cl)cc3)c12)NCc1ccco1,-8%
Cc1nc2ncnn2c(C)c1CCC(=O)N1CCCCC1,3%
CCCCCCCCOC(=O)C(NC(=O)CCC(=O)Nc1ccc(S(N)(=O)=O)cc1)C(O)c1ccccc1 (stereo not drawn),-11%
O=C(NCCCn1ccnc1)c1sc2cccc(F)c2c1Cl,-21%
COc1cccc(N(C(=O)Cn2nnc(-c3ccc(C)o3)n2)C(C(=O)NC(C)(C)C)c2cccs2)c1 (stereo not drawn),6%
CCOC(=O)c1sc(NC(=O)CN(CC)CC)c(C(=O)OCC)c1C,-17%
CCC1Oc2ccc(C)cc2N(CC(=O)N(Cc2ccc(C)o2)C2CC(C)(C)NC(C)(C)C2)C1=O (stereo not drawn),14%
O=[N+]([O-])CC(=Nc1ccc(Cl)cc1)N/N=C\c1oc(O)c2ccccc12,-13%
COc1cccc(/C=N/Nc2nn3cnnc3c3ccccc23)c1,0%
C=CCN1C(=O)/C(=C/c2ccc(N(C)C)cc2)S/C1=N\c1nnc(CC)s1,-6%
CCCC/C=C/C(NC(=O)c1ccc(C(F)(F)F)cc1)c1ccccc1 (stereo not drawn),-20%
Cc1cc(Nc2ccccc2)n(-c2ccc(Br)cc2)n1,28%
Cc1ccc(NC(=O)CSCC(=O)N2CCOCC2)cc1,-5%
CCCN(CCC)CCNC(=O)C1c2ccccc2C(=O)N(CCOC)C1c1ccc(F)cc1 (stereo not drawn),-10%
Cc1ccc(-n2nc3ccc(NC(=O)c4ccco4)cc3n2)cc1,-8%
CCN1C(=O)c2cccc3c(S(=O)(=O)NCc4cccnc4)ccc1c23,30%
CSc1nnc(COc2ccc(C)cc2)n1N,-4%
CCCCN(C)C/C(O)=C(\C#N)c1nc(-c2ccccc2)cs1,3%
N#C/C(=C/c1ccc(Br)o1)C(N)=O,-1%
CCn1cc(C(=O)N2CCc3ccccc3C2)c(=O)c2cc(S(=O)(=O)N3CCCCC3)ccc21,7%
O=c1c(-c2ccnn2-c2ccc(F)cc2)cnc2n1CCS2,-2%
COc1ccc(-c2noc(CN3CCCCC3)n2)cc1OC,12%
CN1CCN(C2=C(Cl)C(=O)C(c3cnc(N4CCCCC4)s3)=C(Cl)C2=O)CC1,37%
CC1(C)Cc2c(c(-c3ccccc3)nc(N3CCOCC3)c2C(N)=O)CO1,-16%
CCCCNc1nc(-c2ccccc2)nc(-n2ccnc2)n1,-19%
CCn1ncc(CNC(=O)CCCSc2nc(-c3ccco3)cc(C(F)(F)F)n2)c1C,-10%
CCC1=C(OC(=O)N(CC)CC)N2C(=O)OC(=NCC3CC3)[C@]2(C)[C@H]2C1=CC[C@H]1C(=O)N(CC(=O)OC)C(=O)[C@H]12,9%
CCOC(=O)c1sc(Nc2cccc(C)c2C)nc1C,-4%
COC(=O)c1cc(Br)c(=O)n(-c2cccc(F)c2)c1,1%
O=C1N/C(=N/N=C/c2ccccc2)SC1(c1ccccc1)c1ccccc1,1%
Cc1cc(-c2ccccc2)nc(N(C)NC(=O)c2c(F)cccc2F)c1S(C)(=O)=O,14%
CC/C(=N/Nc1ccccc1Cl)c1cnnc(-c2ccccc2)n1,-11%
CCOC(=O)N1CCC(N2Cc3cccc(C(=O)Nc4ccc(CC)cc4)c3C2=O)CC1,8%
O=C(NCC(=O)N(Cc1cccs1)C(C(=O)NC1CCCCC1)c1cccnc1)c1ccco1 (stereo not drawn),2%
CCCNC(=O)Nc1ccc2c(c1)nc(C)n2C,-4%
CC(C)CC1NC(=O)N(CC(=O)N2CCN(S(=O)(=O)c3ccccc3)CC2)C1=O (stereo not drawn),-3%
Cc1nn2cc(-c3ccccc3)nc2[nH]c1=O,8%
O=S(=O)(c1cccc2ccccc12)n1nnc2ccccc21,-13%
O=C(Nc1ccccc1)Nc1nccs1,8%
CC(C)(C)C1CCc2c(sc3nc(SCC(N)=O)nc(N)c23)C1 (stereo not drawn),0%
CCOc1ccc(NC(=O)CCC(=O)O)cc1,4%
Cc1ccc(OCCn2c(Br)nc3c2c(=O)n(C)c(=O)n3C)cc1,-13%
Cc1cccc(OCc2nnc(NC(=O)Cc3cccs3)s2)c1,-10%
Cc1ccn2c(C(=O)c3ccc(Cl)cc3)cnc2c1,0%
Cc1ccc(-n2nc(C(=O)O)cc2-c2ccccc2)cc1,2%
Cc1cc(NS(=O)(=O)c2ccc(NC(=O)c3cc4ccccc4o3)cc2)nc(C)n1,-11%
CCOC(=O)C1CCN(C(=O)CCN2C(=O)C3C4C=CC(C4)C3C2=O)CC1 (stereo not drawn),-4%
C/C=C/C(=O)OCC(=O)Nc1ccc(F)cc1Cl,6%
CCOc1c(Cl)cc(CNCC(C)C)cc1Cl,3%
CC1CC(=S)Nc2ccccc2S1 (stereo not drawn),6%
COC(=O)c1cccc(C23CC4(C2)[C@H](CN(Cc2ccc(-c5ccccc5)cc2)[C@@H]4c2ccccc2)C3c2ccc(Cl)nc2)c1 (stereo partly drawn),-11%
O=C1NCCN1Cc1ccc(F)cc1,6%

Some of the entries above, reformatted:
Compound: Cc1ccc(-n2nc(C(=O)O)cc2-c2ccccc2)cc1
  HT1080 viability = 2%

Compound: COC(=O)c1cccc(C23CC4(C2)[C@H](CN(Cc2ccc(-c5ccccc5)cc2)[C@@H]4c2ccccc2)C3c2ccc(Cl)nc2)c1 (stereo partly drawn)
  HT1080 viability = -11%

Compound: Cc1ccn2c(C(=O)c3ccc(Cl)cc3)cnc2c1
  HT1080 viability = 0%

Compound: CCOc1ccc(NC(=O)CCC(=O)O)cc1
  HT1080 viability = 4%

(continued)
smiles,HT1080 viability
COc1nc(-c2ccncc2)nc2ccccc12,-24%
CCCNC(=O)Cn1cnc2sc(C(=O)N3CCN(c4ccc(F)cc4)CC3)c(C)c2c1=O,-22%
O=C1SCCc2c1n(Cc1ccccc1)c1ccccc21,1%
Cc1nc2ccccc2n1C(=O)N1CCOCC1,8%
C[C@]1(C(=O)O)C=C[C@@H](Cc2ccccc2)N1C(=O)c1ccccc1,-8%
CC(C)c1nc2ccccn2c1NC1CCCCC1,-13%
CC(C)CCN(C(=O)Nc1ccccc1)C(C)c1cccs1 (stereo not drawn),1%
COc1ccc(N/C=C(\C#N)c2ccc(OCCCF)cc2)cc1,1%
Cc1ccc(S(=O)(=O)n2cnc3ccccc32)c(C)c1,17%
Cc1ccc(C(=O)N/C(=C\c2cccs2)C(=O)NC2CCCCC2)cc1,-2%
OCCN1CCN(c2nc(NCc3ccco3)c3ccccc3n2)CC1,10%
CC(=O)N1CCN2C(=O)C1CCCC(=O)c1cc(C)ccc12 (stereo not drawn),1%
CC(=O)c1cccc(NC=C2C(=O)OC3(CCCCC3)OC2=O)c1,-21%
c1ccc(-c2cn3c(n2)SCC3)cc1,-3%
O=c1c(/C=C(\O)c2ccccc2)nc2ccccc2n1-c1ccccc1,-9%
COC(=O)CSc1nnc(-c2ccc(S(=O)(=O)N3CCCC3)cc2)n1C,12%
CC1(C)Cc2c(sc3nc(-c4ccccc4)n(N)c(=O)c23)CO1,-3%
Cn1c(SCc2nc(-c3ccccc3)no2)nnc1-c1cccs1,0%
CCC(=O)Nc1ccc(C(=O)Nc2cccc(OC)c2)cc1,-5%
O=C(NCc1ccc2c(c1)OCO2)C1CC(c2cccc(Br)c2)=NO1 (stereo not drawn),-2%
Cc1c(Cl)cccc1-c1ccc(/C=N/n2cnnc2)o1,-6%
COC(=O)[C@@H]1C[C@@]2(O)[C@@H](O)[C@@H](O)[C@@H](O)C[C@H]2N1Cc1cc(OC)cc(OC)c1,5%
O=C(Nc1ccccc1C(=O)O)c1ccc(Br)o1,-3%
O=C(N1CCN(c2cccc(Cl)c2)CC1)C1(S(=O)(=O)c2ccc(Cl)cc2)CC1,-10%

Among those listed so far, four contain a COOH group.
smiles,HT1080 viability
CCOc1ccc(NC(=O)CCC(=O)O)cc1,4%
Cc1ccc(-n2nc(C(=O)O)cc2-c2ccccc2)cc1,2%
C[C@]1(C(=O)O)C=C[C@@H](Cc2ccccc2)N1C(=O)c1ccccc1,-8%
O=C(Nc1ccccc1C(=O)O)c1ccc(Br)o1,-3%

Continued:
smiles,HT1080 viability
O=C(CN(c1ccc(F)cc1)S(=O)(=O)c1ccc2c(c1)OCCO2)NCc1ccccc1,19%
COc1ccc(N2CCN(C(=O)c3ccc(C(C)(C)C)cc3)CC2)cc1,-16%
COc1ccc(/C=C2\N=C3CCCCCN3C2=O)cc1OC,1%
O=C(Nc1cccc(NC(=O)c2ccco2)c1)c1cnccn1,-10%
Cc1nn(Cc2ccccc2)c2c1C(c1ccc(Cl)cc1)C(C#N)=C(N)O2 (stereo not drawn),2%
CC(C)c1ccc(-c2c(C#N)c(N)nc(SCC(=O)N3CCCCC3)c2C#N)cc1,-5%
CC1CC(C)CN(CCCNC(=O)c2csc3c2CCCC3)C1 (stereo not drawn),-2%
CCCCNCc1cc(OC)c(OCC(N)=O)cc1Br,9%
Cc1cc(Oc2cnn(C(C)(C)C)c(=O)c2Cl)cc(C(C)C)c1,-28%
CCN(C(=O)CSc1nnc(Cn2nnc3ccccc32)o1)c1nc(C)cs1,15%
N#Cc1ccccc1NC(=O)CC1CCCCC1,-5%

An excerpt, so the mix of outcomes need not match the whole.
